Screening results (PubChem)
tim23-1 inh: growth inhibitors of tim23-1 mutant yeast, primary screen, luminescence, uHTS; inhibition, % at 20 µM; S. cerevisiae tim23-1 growth, BacTiter-Glo luminescence, 24 h; 1.3% of 330,000 active;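 active = growth inhibition of the mutant yeast at or above 50%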;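 also: temperature-sensitive mutant grown at 25 °C; plate controls were DMSO-treated mutant yeast for no effect and medium wells lacking yeast for full effect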
CXCR6 inh: CXCR6 receptor inhibitors, primary screen, cell-based, beta-arrestin, luminescence, CHO-K1 PathHunter, 1536-well; C-X-C chemokine receptor type 6 (Homo sapiens), O00574; inhibition, % at 20 µM; 0.36% of 360,000 active; in the data active = inhibition above about 34%, passing the limit was not always enough;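 also: antagonist mode with CXCL16 agonist at 10 nM final; 0% = 10 nM CXCL16 with DMSO and 100% = unstimulated wells without agonist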
Target sequence (O00574 whole entry, looked up): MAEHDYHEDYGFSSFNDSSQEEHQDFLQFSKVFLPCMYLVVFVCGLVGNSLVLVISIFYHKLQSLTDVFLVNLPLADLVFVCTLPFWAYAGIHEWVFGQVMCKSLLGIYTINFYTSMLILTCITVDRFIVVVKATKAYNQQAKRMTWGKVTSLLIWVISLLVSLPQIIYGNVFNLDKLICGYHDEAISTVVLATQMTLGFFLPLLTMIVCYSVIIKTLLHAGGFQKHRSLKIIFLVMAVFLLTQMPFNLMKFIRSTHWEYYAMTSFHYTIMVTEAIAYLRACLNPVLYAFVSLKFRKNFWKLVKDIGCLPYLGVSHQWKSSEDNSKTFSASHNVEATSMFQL
CHOP UPR activ: activators of apoptotic CHOP UPR arm, primary screen, cell-based, CHO-CHOP luciferase reporter, luminescence, uHTS. UPR activation; percent of tunicamycin response over DMSO baseline. activation, % at 10 µM. 0.34% of 330,000 active;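 active = at 10 µM dose, activation of 40% or more, normalized to positive control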;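 also: 100% = tunicamycin at 10 µg/mL and 0% = DMSO alone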
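measured by = luciferase luminescence | assay system = CHO-CHOP cells, stable luciferase reporter of PERK-eIF2a-CHOP signalling | amount = 500 reporter cells seeded per well | timing = 6 h compound exposure at 37 °C after overnight seeding | controls = positive tunicamycin 10 µg/mL, negative DMSO alone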
UPR XBP1 act: activators of adaptive XBP1 UPR arm, primary screen, cell-based, CHO-XBP1 luciferase reporter, luminescence, uHTS | activation, % at 20 µM | 0.33% of 330,000 active | AID 463104, 2010 | IRE1-XBP1 UPR activation; percent of tunicamycin response, DMSO as zero;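 active = versus positive control, 20 µM dose yields 30% or more activation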;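 also: 100% = tunicamycin at 10 µg/mL and 0% = DMSO only wells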
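Material: CHO cell line with stable XBP1 luciferase reporter; buffer or medium: F12 medium containing 10% fetal bovine serum; compound: single point, 20 µM final compound, 1% DMSO; incubation: 6 h treatment, 37 °C; measured by: glow luminescence from Steady-Glo reagent; evaluation: activation, % of tunicamycin; control set: tunicamycin high, DMSO low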
EBI2 block: EBI2 receptor antagonists, beta-arrestin recruitment, primary screen, cell-based, luminescence, 7a,25-OHC stimulation, uHTS; G-protein coupled receptor 183 (Homo sapiens), P32249; 7a,25-OHC stimulated; inhibition, % at 5 µM; 0.81% of 360,000 active; AID 651636, 2012; in the data active = inhibition above about 38%;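 also: enzyme fragment complementation signal reports receptor beta-arrestin coupling in cells; 0% = agonist plus DMSO wells and 100% = wells without agonist; some results beyond the cut were filed as inactive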
Target sequence (P32249 whole entry, looked up, the tested form may be a part): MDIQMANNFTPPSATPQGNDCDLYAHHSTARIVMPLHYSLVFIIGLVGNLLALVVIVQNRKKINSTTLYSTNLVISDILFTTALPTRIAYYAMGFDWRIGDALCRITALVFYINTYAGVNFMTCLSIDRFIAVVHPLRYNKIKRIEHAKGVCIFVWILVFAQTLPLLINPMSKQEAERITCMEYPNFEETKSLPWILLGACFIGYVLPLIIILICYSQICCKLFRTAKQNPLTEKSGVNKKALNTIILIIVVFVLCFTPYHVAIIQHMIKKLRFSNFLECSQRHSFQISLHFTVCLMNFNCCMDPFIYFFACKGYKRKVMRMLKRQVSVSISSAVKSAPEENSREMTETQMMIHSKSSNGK
CCR6 antagonist: CCR6 receptor antagonists, primary screen, cell-based, CHO-K1, luminescence, beta-arrestin, uHTS; CHO-K1 CCR6 PathHunter beta-arrestin, CCL20-stimulated; inhibition, % at 20 µM; 0.49% of 340,000 active; AID 493098, 2011;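 active = compounds whose inhibition of the agonist-driven luminescence signal at 20 µM reaches about 50%, limit read from the data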;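 also: cells stimulated with CCL20 at 14 nM final; plate controls were DMSO with CCL20 for no effect and DMSO without agonist for full effect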
Mdm2 MdmX PPI: inhibitors of human Mdm2-MdmX association, primary screen, cell-based, luminescence, split luciferase, SaOS-2, uHTS. Protein Mdm4 (Homo sapiens) + E3 ubiquitin-protein ligase Mdm2 (Homo sapiens), …. SaOS-2 split-luciferase Mdm2/MdmX complementation. inhibition, % at 8 µM. 3% of 330,000 active. AID 485346, 2010;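 active = inhibition of at least 50% at 8 µM in the primary screen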
APJ antag: antagonists of human apelin receptor APJ, primary screen, CHO-K1 cells, beta-arrestin complementation, luminescence; P35414; inhibition, % at 20 µM; 0.32% of 330,000 active;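 active = inhibition above about 40% at 20 µM, limit read from the data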;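 also: cells challenged with 10 nM apelin-13 agonist together with compound; plate controls were apelin-13 plus DMSO wells for no effect and DMSO wells lacking apelin-13 for full effect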
APJ agonist: agonists of human apelin receptor APJ, primary screen, CHO-K1 cells, PathHunter beta-arrestin, luminescence; 0% DMSO wells, 100% apelin; P35414; 0.11% of 330,000 active; activation, % at 20 µM; AID 2520, 2010;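 active = activation more than six SD over the plate average, tested at 20 µM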;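 also: 0% = DMSO alone and 100% = apelin-13 at 10 nM; some results filed as inactive read as strong as hits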
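Assay system: CHO-K1 cells stably expressing ProLink-tagged human APJ and arrestin–beta-gal acceptor. Compound dosing: 20 µM single point, 1% DMSO. Times: 16-18 h seeding, 90 min dark compound exposure, 60 min detection. Detection: beta-gal luminescence. Evaluation: APJ–arrestin association signal. Controls: negative DMSO alone, positive Apelin-13 at 10 nM.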
Numbers without * were called inactive; & = joins results of further samples. Only part of the results is shown, so the mix of outcomes need not match the whole.

canonical_smiles | tim23-1 inh | CXCR6 inh | CHOP UPR activ | UPR XBP1 act | EBI2 block | CCR6 antagonist | Mdm2 MdmX PPI | APJ antag | APJ agonist
CCC(C)(C)NC(=O)CN(C(=O)C(=O)Nc1ccc2c(c1)OCCO2)C(C)(C)CC | 18 | 0 | -1.0 | -1 | 2 | 4 | 14 | 11 | -4
CCNC(=S)NNC(=O)c1cc(-c2ccc(OCC)cc2)nc2ccccc12 | 78* | 1 | -4.9 | -4 | 9 | 20 | -94 | 7 | -5
Cc1cc(NC(=O)CSc2nc3ccccc3c(=O)n2CCCC(=O)NCc2ccco2)n[nH]1 | 6 | 6 | 1.9 | 3 | 0 | 11 | 11 | 6 | 0
NC(N)=NS(=O)(=O)c1ccc(NC(=S)NC(=O)c2sc3ccccc3c2Cl)cc1 | 4 | 25 | -1.3 | 2 | 0 | 46 | 20 | 25 | -3
Cc1ccccc1CSc1nnc(-c2cnccn2)n1C | 13 | -9 | 1.7 | 4 | -6 | 7 | 5 | -24 | 0
Cc1ccc(NC(=O)NC(=O)CN2CCN(c3ccc(O)cc3)CC2)c(C)c1 | 9 | -6 | -1.4 | -7 | -10 | -3 | 12 | -18 | 2
COc1cccc(CN2CCNC(=O)C2CC(=O)NC2CCCCC2)c1OC (stereo unspecified) | 23 | 3 | 0.5 | -7 | 4 | 4 | 2 | 3 | 0
Cc1cc(-c2onc(C)c2C(=O)O)no1 | 1 | 3 | 0.8 | -4 | -3 | 5 | 28 | -2 | -6
CCOc1ccc2nc(N3CCCC(C(=O)NCC4CCCO4)C3)sc2c1 (stereo unspecified) | 16 | 6 | 2.7 | 4 | -7 | -5 | -21 | -2 | 1
CCn1nc(C)cc1C(=O)N1CCCC(C(=O)c2cccc(OC)c2)C1 (stereo unspecified) | 11 | -1 | -1.5 | 1 | 7 | 0 | -21 | -12 | -4
Cc1ccc(NC(=O)CN(C)C(=O)Cn2nnc(-c3ccccc3)n2)cc1 | 9 | -1 | 1.5 | 2 | 3 | -6 | -3 | 3 | -1
CCN(CC)S(=O)(=O)c1cc(C(=O)Nc2ccccc2[N+](=O)[O-])ccc1Cl | 11 | -2 | 5.6 | -1 | 2 | 17 | 41 | -25 | 4
O=c1[nH]cc(O)c(=O)[nH]1 | -8 | -3 | -0.9 | -1 | -3 | -7 | 5 | -7 | -3
CCOC(=O)c1sc(=S)n(C)c1NC(=O)c1ccc(OC)cc1 | 11 | 2 | -0.6 | -2 | 9 | 13 | 21 | 12 | -5
CCCCCCCCCCOC(=O)Cn1c(COc2ccc(OC)cc2)[n+](C)c2ccccc21 | 26&-15 | 10&-5 | 12&15 | 66* | 0&-11 | 5&12 | 85* | 31&14 | -4&-3
Cc1ccccc1NS(=O)(=O)c1cc(C(=O)N2CCCC2)ccc1C | -2 | 7 | -2.7 | 3 | 3 | -14 | 12 | 3 | -2
CCCCCCSc1ccc([C@H]2N[C@@](Cc3ccccc3)(C(=O)OC)[C@H]3C(=O)N(CC)C(=O)[C@@H]23)cc1 | 1 | 9 | 4.8 | 0 | 23 | 14 | 38 | 12 | -6
CC(C)OCCOc1ccc2oc(-c3ccco3)cc(=O)c2c1 | 23 | 3 | 3.2 | 0 | -2 | 2 | 2 | -2 | -2
Cc1ccc(S(=O)(=O)N2CCN(Cc3nc4ccccc4n3C)CC2)cc1 | 11 | -8 | -2.7 | -3 | 4 | -3 | -12 | 13 | 5
COc1ccc(OC)c(S(=O)(=O)N2CCCC(C)C2)c1 (stereo unspecified) | 18 | 9 | -1.8 | 3 | 10 | 1 | 26 | 12 | -4

Brought forward from above: 3 entries; new compounds follow.
canonical_smiles | tim23-1 inh | CXCR6 inh | CHOP UPR activ | UPR XBP1 act | EBI2 block | CCR6 antagonist | Mdm2 MdmX PPI | APJ antag | APJ agonist
CC(C)OCCOc1ccc2oc(-c3ccco3)cc(=O)c2c1 | 23 | 3 | 3.2 | 0 | -2 | 2 | 2 | -2 | -2
Cc1ccc(S(=O)(=O)N2CCN(Cc3nc4ccccc4n3C)CC2)cc1 | 11 | -8 | -2.7 | -3 | 4 | -3 | -12 | 13 | 5
COc1ccc(OC)c(S(=O)(=O)N2CCCC(C)C2)c1 (stereo unspecified) | 18 | 9 | -1.8 | 3 | 10 | 1 | 26 | 12 | -4
COc1ccc(C2NCCc3cc(OC)c(OC)cc32)cc1OC (stereo unspecified) | 11 | 4 | -0.6 | 2 | -15 | -11 | -18 | -13 | 0
Cc1ccc2nc(-c3ccc(NS(=O)(=O)c4ccc(F)cc4)cc3)sc2c1 | 32 | -10 | 2.7 | 1 | 5 | -29 | -127 | -20 | -3
C=CCSc1nc2c(sc3nc(C)cc(C)c32)c(=O)[nH]1 | -2 | -8 | 0.1 | 0 | 7 | 3 | 2 | 0 | -1
O=C(Nc1cccnc1)C1OCCc2ccccc21 (stereo unspecified) | -5 | 1 | 0.4 | -8 | -10 | -7 | 9 | 11 | -2
c1ccc(-c2noc(CSc3nnc(Cc4cccs4)n3-c3ccccc3)n2)cc1 | 20 | 12 | 0.8 | 0 | 7 | 22 | 4 | 7 | -7
NC(=O)c1ccc[n+](Cc2ccc(-c3ccccc3)cc2)c1 | -1 | -5 | 2.9 | 3 | -1 | 8 | 7 | 7 | -3
CCC(C)NCCOc1ccc(Br)cc1 (stereo unspecified) | 8 | 1 | 4.0 | 0 | 4 | 1 | -37 | -1 | 0
CCOc1ccc(C2CC(c3cccc(OC)c3)Nc3nc(N)nn32)cc1 (stereo unspecified) | 1 | 5 | -0.2 | 0 | -6 | -10 | -23 | 16 | -3
O=C(c1cccc(S(=O)(=O)N2CCCC2)c1)N1CCN(c2ccccc2F)CC1 | 5 | -1 | -1.4 | -3 | 13 | 0 | 22 | -1 | 0
CCN(CC(=O)NCc1cccs1)C(=O)c1ccc([N+](=O)[O-])o1 | -10 | -8 | -0.2 | -1 | -23 | -8 | 18 | -84 | 14
CC1CCN(S(=O)(=O)c2ccc(NC(=O)[C@@H]3CCCN3C(=O)c3cccs3)cc2)CC1 | 18 | 10 | 0.7 | 2 | 12 | -4 | -10 | 13 | -2
O=C(N/C(=C/c1ccco1)C(=O)N1CCCC1)c1cccs1 | 5 | -6 | 1.0 | -2 | 1 | -10 | 11 | -3 | -8
CCCCNC(=O)Cc1ccc(C)cc1 | 0 | 4 | -2.2 | -1 | -6 | 3 | -5 | 6 | -1
COc1cccc(/C=N\NC(=O)C2C(=O)NCC2c2ccccc2)c1O (stereo unspecified) | 9 | 2 | -1.5 | -8 | 1 | 2 | 38 | 8 | -2
N#Cc1cc(N)ccc1-n1cccc1 | 13 | -7 | -0.7 | 1 | 11 | 5 | 10 | -3 | -5
COc1cccc(N2CCN(c3nc(C)cc(C)c3C#N)CC2)c1 | 26 | -1 | -0.8 | -3 | 1 | 15 | 14 | 7 | -2
O=C(CNC(=O)N1CC(=O)Nc2ccccc21)Nc1ccccc1F | -2 | 0 | 2.5 | -2 | -3 | 5 | 3 | -20 | 2
CN(C)S(=O)(=O)c1ccc(SCC(=O)Nc2ccc3c(c2)OCCO3)nc1 | 5 | -26 | 8.5 | 4 | 9 | 9 | -27 | -1 | -3
CC1CCN(c2ccc([N+](=O)[O-])cc2C(N)=O)CC1 | 3 | 9 | 2.0 | -2 | 5 | 7 | -19 | 10 | -3
CCN(C(=O)CSc1nnc(-c2ccc(Cl)cc2)n1C)C1CCS(=O)(=O)C1 (stereo unspecified) | -7 | 4 | 0.3 | 1 | 8 | 14 | 25 | 0 | -1
O=C1C(=O)N(CCCn2ccnc2)C(c2cccc(Br)c2)/C1=C(\O)c1ccc2c(c1)OCCO2 (stereo unspecified) | 11 | 4 | 2.1 | -5 | -4 | 4 | 4 | -19 | -1
CN(CCC#N)C(=O)COC(=O)C1c2ccccc2Oc2ccccc21 | 0 | 0 | 1.4 | -2 | -1 | 13 | -1 | -4 | -1
O=C(CN1C(=O)c2ccccc2S1(=O)=O)Nc1ccc(S(=O)(=O)N2CCCCCC2)cc1 | -1 | 3 | 0.9 | 1 | -8 | 10 | 0 | -2 | -1
COc1cccc(CN(C(=O)/C=C/c2ccc(Cl)cc2)C2CCS(=O)(=O)C2)c1 (stereo unspecified) | 4 | 8 | 0.2 | -4 | 12 | 10 | 2 | 1 | -2
CC(=O)Nc1ccc(C(=O)NNC(=O)c2ccc(Cl)cc2)cc1 | 3 | 0 | -0.5 | -5 | -9 | 17 | 12 | -19 | -3
COc1ccc([C@H]2CC(=O)C=C(c3ccc(OC(F)(F)F)cc3)C2)cc1 | 42 | 2 | 4.0 | 0 | 68* | 14 | -47 | 15 | -2
Cc1ccc(CN(C(=O)c2ccco2)C(C(=O)NC2CCCC2)c2cccnc2)cc1 (stereo unspecified) | 13 | 3 | -0.8 | -1 | 3 | 13 | 12 | -4 | 0

Four compounds picked at random from those above, as already listed:
canonical_smiles | tim23-1 inh | CXCR6 inh | CHOP UPR activ | UPR XBP1 act | EBI2 block | CCR6 antagonist | Mdm2 MdmX PPI | APJ antag | APJ agonist
CCCCCCSc1ccc([C@H]2N[C@@](Cc3ccccc3)(C(=O)OC)[C@H]3C(=O)N(CC)C(=O)[C@@H]23)cc1 | 1 | 9 | 4.8 | 0 | 23 | 14 | 38 | 12 | -6
CCOC(=O)c1sc(=S)n(C)c1NC(=O)c1ccc(OC)cc1 | 11 | 2 | -0.6 | -2 | 9 | 13 | 21 | 12 | -5
c1ccc(-c2noc(CSc3nnc(Cc4cccs4)n3-c3ccccc3)n2)cc1 | 20 | 12 | 0.8 | 0 | 7 | 22 | 4 | 7 | -7
CCC(C)(C)NC(=O)CN(C(=O)C(=O)Nc1ccc2c(c1)OCCO2)C(C)(C)CC | 18 | 0 | -1.0 | -1 | 2 | 4 | 14 | 11 | -4
